Keap1 Nrf2 FP = inhibitors of human Keap1-Nrf2 protein-protein interaction; Q14145; 340,000 tested, 0.15% active; Keap1 Kelch-Nrf2 peptide fluorescence polarization, 1536-well; inhibition, % at 9.4 µM; in the data active = inhibition above about 12%;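 note: human Keap1 Kelch domain with fluorescein labeled Nrf2 9mer peptide probe; 0% = neutral control wells and 100% = peptide positive control; higher means more block of Keap1 binding to Nrf2 peptide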
Target sequence (Q14145 whole entry, looked up, the tested form may be a part): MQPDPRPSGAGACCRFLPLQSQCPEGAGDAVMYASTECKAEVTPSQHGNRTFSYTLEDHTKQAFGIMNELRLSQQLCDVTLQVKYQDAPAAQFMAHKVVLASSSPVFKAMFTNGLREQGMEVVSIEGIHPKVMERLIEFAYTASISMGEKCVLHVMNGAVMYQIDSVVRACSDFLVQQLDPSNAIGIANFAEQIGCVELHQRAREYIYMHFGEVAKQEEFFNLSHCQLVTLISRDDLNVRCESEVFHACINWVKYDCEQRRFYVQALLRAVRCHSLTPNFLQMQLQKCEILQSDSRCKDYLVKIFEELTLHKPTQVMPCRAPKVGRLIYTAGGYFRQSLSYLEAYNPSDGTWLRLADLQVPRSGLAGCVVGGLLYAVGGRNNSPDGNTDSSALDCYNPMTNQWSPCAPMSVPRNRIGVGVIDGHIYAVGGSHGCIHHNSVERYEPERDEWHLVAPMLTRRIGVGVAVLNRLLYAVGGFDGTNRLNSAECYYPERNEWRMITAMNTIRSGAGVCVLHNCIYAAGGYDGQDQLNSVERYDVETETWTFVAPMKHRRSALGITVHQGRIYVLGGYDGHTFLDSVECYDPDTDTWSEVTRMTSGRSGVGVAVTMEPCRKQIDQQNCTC
CDK5 inh = inhibitors of human CDK5/p35 kinase; Q00535+Q15078; 330,000 tested, 0.01% active; Recombinant CDK5/p35, ADP-Glo luminescence, 60 min; inhibition, % at 10 µM;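 active = highest replicate inhibition of at least 50% and at least 75% of replicates reaching 50%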;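 note: plate controls were DMSO neutral control for no effect and GW8510 at 10 µM for full effect; many of its hits are not listed in these tables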
PfHsp90 yeast 2 = growth inhibition of yeast expressing Plasmodium Hsp90. S. cerevisiae expressing PfHsp90, BacTiter-Glo ATP, 48 h; yeast lacking PDR1 and PDR3 efflux regulators. AID 504621. inhibition, % at 9.4 µM. 310,000 tested, 0.32% active;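 active = every replicate shows inhibition above about 80%, whatever the replicate mean, limit read from the data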;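 note: 0% = DMSO neutral controls and 100% = 20 µM radicicol positive controls; yeast relying on Plasmodium falciparum Hsp90 in place of its own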
Rtt109 Vps75 = inhibitors of Candida albicans Rtt109/Vps75 histone acetyltransferase. Q5AAJ8. 330,000 tested, 0.16% active. purified Rtt109/Vps75, ThioGlo CoA-SH fluorescence, 4 h. inhibition, % at 34.9 µM;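 active = inhibition of at least 50% in every replicate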
Target sequence (Q5AAJ8 whole entry, looked up): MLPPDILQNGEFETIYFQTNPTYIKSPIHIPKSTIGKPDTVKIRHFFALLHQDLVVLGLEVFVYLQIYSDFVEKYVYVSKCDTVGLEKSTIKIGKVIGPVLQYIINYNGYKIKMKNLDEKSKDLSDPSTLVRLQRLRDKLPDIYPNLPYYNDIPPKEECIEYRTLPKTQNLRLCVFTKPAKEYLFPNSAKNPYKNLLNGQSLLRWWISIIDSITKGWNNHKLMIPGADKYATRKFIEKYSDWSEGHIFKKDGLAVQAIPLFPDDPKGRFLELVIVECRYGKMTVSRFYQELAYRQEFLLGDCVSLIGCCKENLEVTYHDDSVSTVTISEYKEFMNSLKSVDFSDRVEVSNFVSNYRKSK
RTF Ca sens inh = cardiac RTF calcium desensitization | P19429+P45379 | IANBD-labeled cardiac RTF, Ca2+ fluorescence | inhibition, % at 7.15 µM | 340,000 tested, 0.12% active;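 active = inhibition above the mean inhibition of all tested compounds plus 3 SD, cut at about 17% in these data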;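 note: assay run at fixed EC70 calcium of 1.6 mM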
PvdQ acylase = P. aeruginosa PvdQ acylase inhibition; 340,000 tested, 0.063% active; purified PvdQ acylase, fluorescence plate reader; inhibition, % at 10 µM; in the data active = inhibition above about 30%, passing the limit was not always enough;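 note: 0% = vehicle neutral wells and 100% = reference inhibitor wells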
dFosB activator = mouse delta FosB homodimer activation; purified delta FosB, TAMRA-CDK5 oligo fluorescence polarization; percent of positive-control signal above neutral wells; 340,000 tested, 0.99% active; AID 493131; activation, % at 25 µM; P13346;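 active = mean activation above about 17%, with every replicate also reaching it, limit read from the data, passing the limit was not always enough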;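 note: fluorescence polarization rise as delta FosB binds a TAMRA Cdk5 AP-1 oligo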
NSD2 inh = inhibitors of human histone methyltransferase NSD2 | NSD2 peptide methylation, AlphaScreen, 120 min | 310,000 tested, 0.54% active | inhibition, % at 12.5 µM | AID 743445; in the data active = inhibition above about 50%
Mot1-301 SUMO = SUMOylation pathway inhibition by Mot1-301 growth rescue; 320,000 tested, 1% active; growth rescue, % at 18.8 µM; AID 2716; S. cerevisiae Mot1-301 growth rescue, ATP luminescence, 38.5C; percent above DMSO median, 100 means doubled;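 active = every valid replicate shows activation above 250% relative to neutral control wells; inactive = the rest, any valid replicate at or below 250%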;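 note: OY570 slx delta 5 strain wells were the positive control but not used for scaling; some compounds called inactive have numbers as strong as hits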
RTF Ca sens act = cardiac RTF calcium sensitization; P19429+P45379; IANBD-labeled TnC RTF fluorescence at EC20 calcium; 0% EC20 calcium, 100% full calcium; activation, % at 7.2 µM; 340,000 tested, 0.24% active; AID 493008;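 active = activation above the mean over all tested compounds plus 3 SD, cut at about 30% in these data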;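 note: rise in fluorescence read as greater calcium sensitivity of cardiac thin filaments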
LANA DNA inh = blocks KSHV LANA C-terminal domain binding to DNA; 340,000 tested, 0.078% active; MBP-C-LANA/FAM-LBS DNA binding, fluorescence polarization; AID 504423; inhibition, % at 9 µM;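 active = highest replicate inhibition at or above 60% at 9 µM, even if other replicates fall short; inactive = all replicates below 60% inhibition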;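 note: 0% = neutral control wells and 100% = 4 µM acridine orange control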
* marks the source's active call; other numbers are inactive results; · = not tested or not shown.

SMILES	Keap1 Nrf2 FP	CDK5 inh	PfHsp90 yeast 2	Rtt109 Vps75	RTF Ca sens inh	PvdQ acylase	dFosB activator	NSD2 inh	Mot1-301 SUMO	RTF Ca sens act	LANA DNA inh
CCN(CC)S(=O)(=O)c1ccc(N2CC(C(=O)Nc3cccc(C(=O)NC4CC4)c3)CC2=O)cc1 (configuration not stated)	1	0.4	7	14	-8	-1	-5	-6	·	-3	0.7
N#Cc1ccc(-n2nccc2-c2cnc3n(c2=O)CCS3)cc1	-4	-0.1	-6	-4	-4	-12	-5	-5	637	3	-1.0
COc1ccc(S(=O)(=O)Nc2ccccc2C(=O)Nc2nc(-c3ccc(F)cc3)cs2)cc1OC	0	-2.1	-10	-4	-2	12	-4	15	144	-4	0.3
CC(CCc1ccccc1)NC(=O)CN1CCN(Cc2ccc(Cl)cc2)C1=O (configuration not stated)	3	-1.4	38	-5	-8	-5	-8	·	5	5	-2.1
CC(=O)NC(Cc1cccc(F)c1)C(=O)NC1CCN(C(=O)c2ccc(C)cc2)CC1 (configuration not stated)	-2	-5.8	-13	0	-15	-1	1	-2	9	3	-2.2
Cc1ccc(NC(=O)NCc2ccc3[nH]c(C)cc3c2)cc1	0	-0.3	17	27	8	4	-8	-2	4	0	0.1
Cc1cc(C)n(CCC(=O)N2CCc3ccccc32)n1	0	-0.9	13	-10	6	-8	1	-2	-13	-4	-0.9
CNC(=S)Nc1cccc(C(C)=O)c1	0	0.6	-5	-4	-2	1	0	·	-12	-4	-0.4
COc1ccc(NC(=O)N2CCCc3ccccc32)cc1OC	0	0.5	5	-12	-4	-7	4	-1	12	0	-1.2
CC(=O)OCC1=C(C(=O)O)N2C(=O)C(NC(=O)C(C)Cn3nc(C)c(Cl)c3C)C2SC1 (configuration not stated)	-17	-0.1	-4	1	5	-12	1	7	·	-4	4.2
CCOCCn1c(N(C)Cc2ccccc2)nc2c1c(=O)[nH]c(=O)n2C	2	-0.1	-20	-2	7	7	-2	·	382	-2	-0.6
O=C(CSCc1ccccc1)NC1CCSC1=O (configuration not stated)	4	-0.5	-9	-15	-5	1	-4	4	-23	2	-0.3

4 of these compounds, set out differently.
COc1ccc(NC(=O)N2CCCc3ccccc32)cc1OC
  Keap1 Nrf2 FP: 0
  CDK5 inh: 0.5
  PfHsp90 yeast 2: 5
  Rtt109 Vps75: -12
  RTF Ca sens inh: -4
  PvdQ acylase: -7
  dFosB activator: 4
  NSD2 inh: -1
  Mot1-301 SUMO: 12
  RTF Ca sens act: 0
  LANA DNA inh: -1.2
CC(=O)OCC1=C(C(=O)O)N2C(=O)C(NC(=O)C(C)Cn3nc(C)c(Cl)c3C)C2SC1 (configuration not stated)
  Keap1 Nrf2 FP: -17
  CDK5 inh: -0.1
  PfHsp90 yeast 2: -4
  Rtt109 Vps75: 1
  RTF Ca sens inh: 5
  PvdQ acylase: -12
  dFosB activator: 1
  NSD2 inh: 7
  Mot1-301 SUMO: ·
  RTF Ca sens act: -4
  LANA DNA inh: 4.2
CCOCCn1c(N(C)Cc2ccccc2)nc2c1c(=O)[nH]c(=O)n2C
  Keap1 Nrf2 FP: 2
  CDK5 inh: -0.1
  PfHsp90 yeast 2: -20
  Rtt109 Vps75: -2
  RTF Ca sens inh: 7
  PvdQ acylase: 7
  dFosB activator: -2
  NSD2 inh: ·
  Mot1-301 SUMO: 382
  RTF Ca sens act: -2
  LANA DNA inh: -0.6
O=C(CSCc1ccccc1)NC1CCSC1=O (configuration not stated)
  Keap1 Nrf2 FP: 4
  CDK5 inh: -0.5
  PfHsp90 yeast 2: -9
  Rtt109 Vps75: -15
  RTF Ca sens inh: -5
  PvdQ acylase: 1
  dFosB activator: -4
  NSD2 inh: 4
  Mot1-301 SUMO: -23
  RTF Ca sens act: 2
  LANA DNA inh: -0.3

Continuation.
SMILES	Keap1 Nrf2 FP	CDK5 inh	PfHsp90 yeast 2	Rtt109 Vps75	RTF Ca sens inh	PvdQ acylase	dFosB activator	NSD2 inh	Mot1-301 SUMO	RTF Ca sens act	LANA DNA inh
COc1cccc(C2CC(c3ccccc3Cl)Nc3ncnn32)c1 (configuration not stated)	-1	-1.2	-1	13	-6	-11	-4	2	·	2	-1.7
O=C1Nc2cc(C(=O)N3CCc4ccccc4C3)ccc2S/C1=C\c1ccccc1	-4	1.1	11	-5	-8	-7	-2	1	-11	-1	-0.2
O=C(NCCO)c1ccc2[nH]c3c(c2c1)CCCC3	-4	-0.6	-5	-4	-3	-4	-5	4	-11	-5	2.3
O=C(Nc1ccc(S(=O)(=O)Nc2ncccn2)cc1)C1=COCCO1	-2	-4.1	7	0	2	2	-3	3	433	11	1.3
O=C(N/N=C/c1ccco1)C1CC1c1ccccc1 (configuration not stated)	-3	0.2	9	-5	4	6	-3	4	432	-3	-0.2
Cc1ccc(NC(=O)c2ccc(CN3CCc4ccccc4C3)cc2)cc1	-7	0.9	12	4	-12	8	-3	3	0	-1	0.8
C=CCn1cc(/C=C/c2cc[n+](C)cc2)c2ccccc21	-155	1.3	9	6	-220	11	1	·	-22	170*	-8.3
CCC(C)(C)NS(=O)(=O)c1cc(CN2C(=O)c3cccnc3C2=O)ccc1OC	2	0.7	14	-1	-14	7	-11	-1	4	-1	-0.6
O=C1Nc2ccc([N+](=O)[O-])cc2C1(O)N1CCCCCC1 (configuration not stated)	2	-0.5	2	9	2	10	-4	-3	-6	-5	-0.1
COCCCNC(=O)CN(CCc1ccccc1)S(=O)(=O)c1ccccc1	-7	-3.2	-4	-23	-15	-12	7	1	7	2	1.8
CCOCCn1c(SCc2c(F)cccc2Cl)nc2c1c(=O)[nH]c(=O)n2C	-3	1.0	13	2	-3	-12	-4	-1	7	3	-2.1
CCC(C(=O)OC)n1cnc2c(nnn2-c2cccc(OC)c2)c1=O (configuration not stated)	3	0.9	5	11	5	-3	-3	-3	-23	-2	-2.1
Cc1ccc(-c2cc(C(F)F)n3ncc(C(=O)N4CCN5CCCC5C4)c3n2)cc1 (configuration not stated)	0	1.3	-4	-7	6	7	-17	3	-1	-6	-1.9
CCOC(=O)C1=C(C)Nc2nc(C)nn2C1c1ccc(OC)c(OC)c1 (configuration not stated)	-2	1.0	1	-10	0	-14	1	·	-27	1	1.8
CCn1cc(/C=C(\NC(=O)c2ccccc2)C(=O)NCCCN2CCOCC2)c2ccccc21	-7	0.5	-10	2	-6	-8	-4	0	7	-4	1.6
COc1ccccc1-n1c([S-])c(C(=O)Nc2ccccc2C(F)(F)F)[n+]2ccc(C(=O)NCCO)cc12	-5	-8.0	7	2	0	0	-15	-1	-8	-4	1.0
Cc1ccccc1-n1nc2c(c1NC(=O)c1cccc(F)c1)CS(=O)C2 (configuration not stated)	-5	0.2	-4	-1	-6	-8	-7	·	-1	2	0.4
C=CCNC(=O)NC(=O)COC(=O)/C(C#N)=C/c1cc(C)n(CCC(C)C)c1C	-5	-0.1	·	-6	-1	-11	-9	1	-26	1	0.3
COc1ccc(C(CC(=O)N2CCCC2)C(C)C)cc1 (configuration not stated)	6	1.4	16	3	2	2	3	-3	-8	-7	4.8
COc1ccccc1Nc1nc(C)nc2c1oc1ccccc12	1	0.1	-20	·	-7	-12	-8	-7	15	6	-2.4
Cc1sc(NC(=O)c2ccco2)c(C(c2cccnc2)N2CCC(C)CC2)c1C (configuration not stated)	3	1.4	92*	9	-19	-13	-8	·	-14	-2	-0.3
O=C(Nc1ccc(C(=O)O)cc1)/C(=C\c1ccccc1)NC(=O)c1ccccc1	-3	1.4	-13	-2	-9	-7	-12	-3	-14	0	-0.6
COc1ccc(C(=O)c2ccccc2)cc1Br	0	1.1	-25	0	-5	-12	0	-4	9	2	-0.9
Cc1cccc(C)c1OCC(=O)NC(Cc1c[nH]c2ccccc12)C(=O)O (configuration not stated)	-5	-2.2	4	2	-6	17	1	1	-6	1	-0.1

In a second layout: entries from further up.
Fields: Keap1 Nrf2 FP, CDK5 inh, PfHsp90 yeast 2, Rtt109 Vps75, RTF Ca sens inh, PvdQ acylase, dFosB activator, NSD2 inh, Mot1-301 SUMO, RTF Ca sens act, LANA DNA inh
COc1ccccc1Nc1nc(C)nc2c1oc1ccccc12
    1, 0.1, -20, ·, -7, -12, -8, -7, 15, 6, -2.4
COc1ccccc1-n1c([S-])c(C(=O)Nc2ccccc2C(F)(F)F)[n+]2ccc(C(=O)NCCO)cc12
    -5, -8.0, 7, 2, 0, 0, -15, -1, -8, -4, 1.0
CCn1cc(/C=C(\NC(=O)c2ccccc2)C(=O)NCCCN2CCOCC2)c2ccccc21
    -7, 0.5, -10, 2, -6, -8, -4, 0, 7, -4, 1.6
Cc1ccccc1-n1nc2c(c1NC(=O)c1cccc(F)c1)CS(=O)C2 (configuration not stated)
    -5, 0.2, -4, -1, -6, -8, -7, ·, -1, 2, 0.4

The list continues:
SMILES	Keap1 Nrf2 FP	CDK5 inh	PfHsp90 yeast 2	Rtt109 Vps75	RTF Ca sens inh	PvdQ acylase	dFosB activator	NSD2 inh	Mot1-301 SUMO	RTF Ca sens act	LANA DNA inh
CCOC(=O)CN=C/C(C(C)=O)=C(/C)O	-1	1.3	1	-11	-2	-3	-2	-2	32	-1	-0.9
CC(C)(C)c1ccc(C2(C)NC(=O)N(CC(=O)NCc3cccs3)C2=O)cc1 (configuration not stated)	-3	-2.1	-12	8	-11	-15	-11	-3	3	1	-0.1
Cc1nnc(NC(=O)CCSCCC(=O)Nc2nnc(C)s2)s1	-9	1.0	·	-5	-21	-9	-6	·	-2	-2	0.5
CN(CCCNC(=O)c1ccccc1F)CCCNC(=O)c1ccccc1F	-2	-0.1	7	-1	4	-1	6	1	1	-5	0.2
Cc1nn(C(=O)c2nn(C)cc2[N+](=O)[O-])c(C)c1Cl	1	0.9	20	2	5	0	-3	-1	-9	-7	-0.2
COc1ccc(OCCNc2cc(N3CCOCC3)ccc2[N+](=O)[O-])cc1	-3	1.8	-4	-1	8	-9	-6	-2	-10	-1	-1.5
